Screens as filed in PubChem.
IMPase Li inh: IMPase inhibition in cells with lithium potentiation; Potency, µM (highest dose often 59.4 µM), for the others: at the top dose activity, negative = IMPase inhibition, most hits filed as inhibitors; CHO-M1 cells, IP1 TR-FRET (IP-One), carbachol + lithium; 210,000 tested, 0.35% active;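 note: IP1 builds up when IMPase is blocked and the TR-FRET signal falls; plate controls were basal vehicle for no effect and high inhibitor control for full effect; nearly all actives have a fitted effect of over 50% in size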
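IP1 accumulation measured by competitive TR-FRET in lysed CHO-M1 cells after 30 min compound exposure at 37C, with a small lithium addition to potentiate weak responses. Hill-equation AC50 from ratio and donor-channel data.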
Epigenetic reg: epigenetic control regulation, reporter derepression; murine LDR cells, GFP reporter derepression, 30 h; Potency, µM (highest dose often 53.9 µM), for inactives: at the highest dose GFP activation, actives largely listed as activators; 280,000 tested, 0.2% active; AID 1865; note: % of control where 0% means no effect; nearly all actives have a fitted effect of over 60% in size
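Murine LDR cells bearing a silenced CMV-driven GFP reporter were exposed to compound for 30 h at 37 C. After PBS washes, GFP-positive cells (20-120 um objects) counted by laser-scanning microplate cytometry.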
RECQ1 inh: blocks DNA unwinding by human RECQ1; RECQ1 DNA unwinding, red fluorescence kinetic read; Potency, µM (titrated, usually from 57.3 µM), inactives show top-dose activity, negative = inhibition, usual class: inhibitors; 240,000 tested, 0.54% active; AID 2549;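 note: plate controls were vehicle for no effect and no enzyme for full effect; nearly all actives have a fitted effect of over 30% in size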
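50 nM RECQ1T1 preincubated 15 min with compound in Tris pH 8.0 buffer with MgCl2, DTT, Tween-20 and 2.5 ug/ml poly(dI-dC); started with 200 nM TAMRA/BHQ-2 forked duplex and 2 mM ATP. Unwinding read as fluorescence (525/598 nm), two reads 2 h apart.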
SMN2 splice enh: enhancers of SMN2 splice variant expression | AID 1458 | HEK293 SMN2-luciferase splicing reporter, luminescence, 30-36 h | 210,000 tested, 2.8% active | Potency, µM (doses to about 46.1 µM), inactives show top-dose activity change, positive = activation, actives largely listed as activators; note: % of control where 0% means no effect; nearly all actives have a fitted effect of over 55% in size
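HEK293 cells carry an SMN2 […]–luciferase reporter in which exon 7 inclusion puts luciferase in frame. Cells were plated 10-12 h before compound addition, then incubated 30-36 h at 37C. ONE-Glo luminescence was read; sodium butyrate at 4.5 mM final served as control.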
GoLoco inh red: blocks human Gai1 binding to RGS12 GoLoco peptide, red readout; P63096; Gai1:RGS12 GoLoco peptide FP, rhodamine, 10 min; Potency, µM (doses to about 61.6 µM), for the others: at the top dose activity, negative = inhibition, usual class: inhibitors; 230,000 tested, 0.44% active; active = well fitted inhibition curve with a large enough effect, not every such curve was filed as active; inactive = no such curve, though single readings can be large or run the other way; note: % is set by controls: 0 for no effect and ±100 for the full control effect; nearly all actives have a fitted effect of over 30% in size; many of its hits are not listed in these tables
Target sequence (P63096 whole entry, looked up): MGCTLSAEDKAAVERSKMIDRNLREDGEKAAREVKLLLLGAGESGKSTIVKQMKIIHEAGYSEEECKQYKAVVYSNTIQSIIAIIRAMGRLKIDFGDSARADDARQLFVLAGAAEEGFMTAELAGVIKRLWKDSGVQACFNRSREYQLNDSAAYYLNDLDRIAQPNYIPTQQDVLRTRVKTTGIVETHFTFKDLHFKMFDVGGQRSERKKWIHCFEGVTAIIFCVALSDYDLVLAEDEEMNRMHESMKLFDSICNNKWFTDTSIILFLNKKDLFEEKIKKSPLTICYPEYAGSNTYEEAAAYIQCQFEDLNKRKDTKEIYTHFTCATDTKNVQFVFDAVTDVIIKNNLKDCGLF
NPSR antag: blocks cAMP signaling of the human neuropeptide S receptor | CHO-NPSR cells, cAMP TR-FRET, antagonist mode | Potency, µM (doses to about 38.3 µM), without a hit: at the top dose activity change, negative = inhibition, actives largely listed as inhibitors | 220,000 tested, 1% active | AID 1461; note: % is set by controls: 0 for no effect and ±100 for the full control effect; nearly all actives have a fitted effect of over 50% in size; many of its hits are not listed in these tables
Target sequence (Q6W5P4 whole entry, looked up): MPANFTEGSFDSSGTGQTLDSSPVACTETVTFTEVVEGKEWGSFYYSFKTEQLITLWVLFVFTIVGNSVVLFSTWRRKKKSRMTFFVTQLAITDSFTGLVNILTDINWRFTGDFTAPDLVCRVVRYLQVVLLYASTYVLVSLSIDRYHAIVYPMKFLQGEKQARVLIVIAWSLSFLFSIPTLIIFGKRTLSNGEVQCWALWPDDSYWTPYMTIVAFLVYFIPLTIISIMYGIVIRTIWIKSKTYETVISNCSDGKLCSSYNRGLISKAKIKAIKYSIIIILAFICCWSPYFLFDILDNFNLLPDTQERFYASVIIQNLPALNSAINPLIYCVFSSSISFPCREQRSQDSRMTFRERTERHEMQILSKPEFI
KinaseGlo FLuc: blocks Kinase-Glo luciferase, a counter-screen artifact | Q27757 | Kinase-Glo luciferase, ATP luminescence, 8 min | Potency, µM (top dose mostly 38.3 µM), for the others: at the top dose activity change, negative = inhibition, usual class: inhibitors | 200,000 tested, 0.28% active | AID 1379; note: % is set by controls: 0 for no effect and ±100 for the full control effect; nearly all actives have a fitted effect of over 60% in size
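Compounds were added to a substrate mix at pH 7.2 (50 mM imidazole, 10 uM ATP, within the enzyme's linear range), followed by Kinase-Glo detection reagent; luminescence was measured after 8 minutes at ambient temperature.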
JMJD2E inh: inhibitors of human JMJD2E histone demethylase | JMJD2E catalytic domain, FDH-coupled NADH fluorescence (FDH is formaldehyde dehydrogenase) | B2RXH2 | 230,000 tested, 1.6% active | Potency, µM (doses to about 57.1 µM), inactives show top-dose activity change, negative = inhibition, hits mostly inhibitors; active = well fitted inhibition curve with a large enough effect, not every such curve was filed as active; inconclusive = small, poorly fitted or top-dose-only effect, or another doubt; inactive = no such curve, though single readings can be large or run the other way;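 note: 0% = wells with enzyme and -100% = buffer wells without enzyme; nearly all actives have a fitted effect of over 50% in size; many of its hits are not listed in these tables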
Target sequence (B2RXH2 1-337 limits assumed): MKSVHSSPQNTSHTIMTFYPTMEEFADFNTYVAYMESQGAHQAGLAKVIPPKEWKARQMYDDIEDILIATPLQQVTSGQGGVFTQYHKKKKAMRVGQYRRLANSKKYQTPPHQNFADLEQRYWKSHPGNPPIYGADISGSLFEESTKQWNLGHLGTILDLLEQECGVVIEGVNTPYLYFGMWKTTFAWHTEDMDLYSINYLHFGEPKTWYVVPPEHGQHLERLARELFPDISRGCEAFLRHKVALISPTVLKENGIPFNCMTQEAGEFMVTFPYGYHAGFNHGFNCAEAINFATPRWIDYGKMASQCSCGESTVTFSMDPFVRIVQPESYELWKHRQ
Starred values were filed as active, the others as inactive; i = inactive; ? = inconclusive; nt = not tested or not shown; & = joins results of further samples; ! = not confirmed by another sample; [ ] = dose if it differs, or a comment. Unless noted, calls come from the whole dose curve; as a rule, active = well fitted curve in the direction sought with a large enough effect; inconclusive = small, poorly fitted or top-dose-only effect, or another doubt; inactive = no such curve, though single readings can be large; an effect the other way counts as inactive or inconclusive. Potency is the fitted concentration of half-maximal effect. A portion of the library (hit frequency here may not be typical).

Sequence of screens – IMPase Li inh | JMJD2E inh | Epigenetic reg | RECQ1 inh | GoLoco inh red | SMN2 splice enh | NPSR antag | KinaseGlo FLuc
(1) CC(=O)Oc1ccc(NC(=O)C2CCCCC2)c(C(=O)O)c1
    -3%[38.3 µM] | ? | 0.9% | i | 2% | -2% | -3%[46.1 µM] | 1%
(2) Cc1ccc(-n2nc(-c3ccccc3)cc2Nc2ccccc2N)cc1
    15% | 0% | 2.1% | -5% | 13% | -3% | -49% | -3%
(3) C[c-]1[c-](C)[c-](C)[c-](C)[c-]1C.[Fe].c1cc2nccc(N3CCCC3)[c-]2c1 (stereo unspecified)
    nt | 10µM*! | -6.2%&3.2% | 6.3µM*! | -7%&-19% | nt | -25%&-31% | nt
(4) COc1cc(/C=N/NC(=O)c2cccnc2)ccc1OC(=O)c1ccc([N+](=O)[O-])cc1
    5% | -2% | -0.1% | -22% | -7% | 0% | 5% | -3%
(5) O=C(Nc1ccc(F)cc1)N(Cc1cccs1)Cc1cc2cc3c(cc2[nH]c1=O)OCO3
    15% | ? | 4.6% | -9% | -9% | -9% | -16% | -2%
(6) CCOC(=O)c1ccc(-n2c(=O)[nH]c3ccccc3c2=O)cc1
    -14%[38.3 µM] | -5% | -0.7% | -10% | -8% | -35%[inhibitor] | -4%[46.1 µM] | -2%
(7) Cc1cc(C)c(C#N)c(Oc2ccc(F)cc2)n1
    -9%[38.3 µM] | -1% | -1.1% | -2% | 1% | -15% | -6%[46.1 µM] | -1%
(8) Cc1c(C(=O)O)oc2c1ccc1ccccc12
    -16%[38.3 µM] | ? | 0.7% | 26% | 7% | 9% | -3%[46.1 µM] | -2%
(9) O=C(Nc1ccc(Cl)c([N+](=O)[O-])c1)c1ccncc1
    2% | 6% | 5.5% | -3% | 3% | -25% | 12% | -2%
(10) N#CCCn1cc(/C=C(\C#N)c2nc3ccccc3s2)c(-c2ccc(F)cc2)n1
    -9% | ? | ? | -5% | 29% | -8% | 17%[46.1 µM] | 7%
(11) Cn1ncc(C#N)c1/N=C/N(Cc1ccccc1)Cc1ccccc1
    45%[activator][38.3 µM] | -7% | -2.1% | -8% | 12% | -19% | -22%[46.1 µM] | 2%
(12) Cc1cc(=O)n2nc(N3CCCC(C(=O)NCCC4=CCCCC4)C3)sc2n1 (stereo unspecified)
    29%[38.3 µM] | 0% | 2.4% | -3% | -1% | 20% | -17%[46.1 µM] | 1%
(13) Cc1cccc(NC(=O)Cc2coc3ccc4ccccc4c23)n1
    33%[38.3 µM] | ? | -5.7% | i | -18% | nt | -19%[46.1 µM] | -4%
(14) CC(=O)C1=C(C)NC(=O)NC1c1ccccc1 (stereo unspecified)
    0%[38.3 µM] | -1% | 0.6% | -6% | 6% | -3% | 18%[7.67 µM] | -4%
(15) CC(=O)Nc1nonc1NC(=O)COc1ccccc1
    -3% | 1% | -1.0% | 0% | -8% | -3% | 7% | 5%
(16) Brc1ccc(CSc2nnc(-c3ccccn3)n2Cc2ccco2)cc1
    -1%[38.3 µM] | -2% | -0.7% | -9% | 8% | -6% | 11%[46.1 µM] | -4%
(17) Cc1cccc(C(=O)NC(=S)NNC(=O)c2ccccc2Cl)c1
    2% | ? | -1.1% | 5% | 9% | -53%[inhibitor] | -12% | -1%
(18) Cc1cc(NC(=O)CCC2CCCCC2)no1
    3% | 6% | -1.0% | -10% | 2% | 19% | -8% | 1%
(19) CCc1nnc(NS(=O)(=O)c2ccc(NC(=S)NC(=O)c3ccc(Br)cc3)cc2)s1
    -4% | -3% | 0.0% | 5% | -13% | -24% | -47% | 7%
(20) O=C(NC1CCCC1)C1CCC(CNS(=O)(=O)c2cccs2)CC1 (stereo unspecified)
    -1% | 5% | 1.3% | 1% | -8% | -22% | 0% | -2%

New compounds follow:
Sequence of screens – IMPase Li inh | JMJD2E inh | Epigenetic reg | RECQ1 inh | GoLoco inh red | SMN2 splice enh | NPSR antag | KinaseGlo FLuc
(21) CCn1c(CNc2ccc(Cl)cc2)nnc1SCC(=O)OC1CCCCC1
    4% | 15% | 2.6% | i | -14% | -5% | -13%[46.1 µM] | 0%
(22) CCOC(=O)c1ccc(NC(=O)CCOc2ccccc2)cc1
    32%[38.3 µM] | 4% | 4.0% | -12% | 9% | -23% | -21%[46.1 µM] | -4%
(23) O=C1C2CC=CCC2C(=O)N1c1ccc(NCCc2cccc(F)c2)c([N+](=O)[O-])c1 (stereo unspecified)
    5% | -11% | -1.8% | i | 4% | -17% | 10% | 2%
(24) CCOc1cc(N2CCOCC2)c(OCC)cc1NC(=O)c1ccc(OCc2c(C)noc2C)c(OC)c1
    8% | ? | 0.0% | -3% | 2% | 2% | 3% | -2%
(25) O=C(Nc1nnc(C2CC2)s1)c1cccc(S(=O)(=O)N2CCc3ccccc32)c1
    45%[activator][38.3 µM] | 2% | -1.0% | -12% | 15% | -27% | -17%[46.1 µM] | -1%
(26) c1ccc2c(-c3cc(C4CCNCC4)[nH]n3)cccc2c1
    -10% | -6% | -0.3% | i | 5% | -4% | -1% | -5%
(27) C=CCSc1ccsc1C(=O)O
    -12%[38.3 µM] | 1% | 1.3% | 16% | 5% | 9% | -11%[46.1 µM] | -5%
(28) COc1ccnc(Oc2ccc(F)cc2)c1-c1ncn[nH]1
    4% | -6% | 0.3% | -2% | 6% | 3% | 6% | -3%
(29) CCOC1=NN(c2ccccc2)C(=O)/C1=C\N(C)C
    6% | 0% | -6.1% | -8% | -14% | 10% | 5% | 2%
(30) CCC(CC)NCCOC(=O)c1ccc([N+](=O)[O-])cc1
    nt | -7% | 1.1% | -13% | -8% | nt | -13% | nt
(31) COc1ccc(CNC(=O)Cn2cc([N+](=O)[O-])nc2C)cc1
    -6%[38.3 µM] | 0% | -1.8% | -7% | -5% | 5% | -9%[46.1 µM] | -1%
(32) CCOC(=O)C1CCN(C(=O)c2c(-c3ccccc3)noc2C)CC1
    -5% | ? | -0.3% | i | 5% | nt | 2% | 1%
(33) O=C(NCc1nc2ccccc2[nH]1)c1c(F)c(F)c(F)c(F)c1F
    -8% | -37% | 0.0% | i | 10% | 4% | 0% | 0%
(34) O=C(COc1ccccc1)NNc1nc2c(F)cc(F)cc2s1
    -2% | 6% | -1.9% | i | 6% | 4% | 3% | 0%
(35) COCCn1c(N)c(C(=O)Nc2sc3c(c2C(=O)OC)CCCC3)c2nc3ccccc3nc21
    21%[38.3 µM] | 0% | 0.0% | 8% | 1% | -13% | -1%[46.1 µM] | 1%
(36) O=c1c(-c2cccs2)nc2cncnc2n1C1CC1
    -7% | nt | nt | i | 5% | 0% | nt | -5%
(37) OC1CCN(C(=S)Nc2ccc(Oc3ccccc3)cc2)CC1
    2% | -3% | -0.2% | i | 14% | -12% | 6% | -1%
(38) COc1cc(C2=NC(CO)(CO)CO2)cc(OC)c1OC
    -4% | 6% | -1.0% | -11% | 10% | nt | -16% | -1%
(39) CC(C)CNC(=S)NC(=O)c1ccccc1Cl
    -10% | 4% | -3.0% | ? | 9% | nt | 11% | -1%
(40) COC(=O)n1c(=O)oc2ccc(S(=O)(=O)N3CCCCC3)cc21
    nt | 4% | 0.4% | -5% | 14% | nt | -2% | nt

Next structures
Sequence of screens – IMPase Li inh | JMJD2E inh | Epigenetic reg | RECQ1 inh | GoLoco inh red | SMN2 splice enh | NPSR antag | KinaseGlo FLuc
(41) O=C(NCc1csc(-c2ccccc2)n1)c1ccco1
    -13%[38.3 µM] | -2% | 0.0% | -11% | -4% | 5% | -3%[46.1 µM] | -3%
(42) O=c1c2ccccc2nc(-c2ccc(Cl)cc2Cl)n1O
    0% | ? | 0.0% | -4% | -3% | 3% | -34% | -1%
(43) CN(C)CCNC(=O)CN1C(=O)COc2ccc(C(C)(C)C)cc21
    5%[38.3 µM] | 4% | 0.1% | -6% | 3% | -7% | 1%[46.1 µM] | 0%
(44) O=C(CSc1n[nH]c(-c2ccccc2)n1)Nc1ccc(Br)cn1
    10% | -1% | 0.0% | -4% | 26% | -17% | -5%[46.1 µM] | 2%
(45) O=C(C1=NN[C@@H]2C(=O)N(c3cccc(C(F)(F)F)c3)C(=O)[C@H]12)c1cnccn1
    nt | -21% | -1.0% | 0% | 0% | nt | 15% | nt
(46) Cc1noc(C)c1CSc1nnc(-c2ccncc2)n1-c1cccc(Cl)c1C
    16%[38.3 µM] | 8% | 1.9% | -2% | -1% | 10% | -9%[46.1 µM] | -2%
(47) COc1ccc(C(=O)NCc2ccc3[nH]c(C)cc3c2)cc1OC
    0% | -5% | -5.1% | -4% | -4% | 19% | -6% | -10%
(48) CC1CCc2sc(NC(=S)NC(=O)c3ccccc3)c(C#N)c2C1 (stereo unspecified)
    1% | -8% | 2.7% | i | 22% | ? | -8% | 0%
(49) CCOc1ccccc1C(=O)N/N=C/c1cccc2cccnc12
    23%[38.3 µM] | -25% | 0.0% | i | 27% | -8% | -17%[46.1 µM] | -3%
(50) Cc1ccc(S(=O)(=O)NNc2ccccc2)c(C)c1
    6% | 5% | -0.9% | 0% | -24% | 3%[1.84 µM] | 8% | -3%
(51) Cc1ccc(Nc2nc(N)nc(CSc3nnnn3-c3ccccc3)n2)cc1
    20%[38.3 µM] | 5% | -1.1% | -20% | -5% | ? | -15%[46.1 µM] | 2%
(52) N#CC1=C(S)N=C(N)C(c2nc(-c3ccccc3)cs2)C12CCCCC2 (stereo unspecified)
    15%[38.3 µM] | -6% | 1.3% | 8% | 29% | 13% | -24%[46.1 µM] | -2%
(53) Cc1ccc(C(=O)OCC(=O)NCc2cccs2)c(C)c1
    3% | 1% | -1.5% | i | 4% | 11% | -2% | 0%
(54) Cc1nnc(SCC(=O)NC(=O)NC(C)(C)C)s1
    -7% | -2% | -1.5% | i | 5% | 10% | 4% | -2%
(55) Cc1ccsc1C(=O)OCC(=O)Nc1ccc(Cl)cc1C(F)(F)F
    0% | 10% | 1.0% | 3% | 15% | -3% | 17% | 0%
(56) Cn1c(SCC(=O)Nc2ccc3nc(SCC(=O)N4CCCC4)sc3c2)nnc1-c1ccccc1
    8%[38.3 µM] | -10% | -1.0% | ? | 62%[activator] | -32%[inhibitor] | -9%[46.1 µM] | -1%
(57) CN(C)S(=O)(=O)Nc1ccccc1C(N)=O
    20%[38.3 µM] | ? | 1.0% | -15% | -1% | ? | ? | 0%
